TexasRed fluor: Total Fluorescence Counterscreen for Inhibitors of the Interaction of Thyroid Hormone Receptor and Steroid Receptor Coregulator 2. TRb/SRC2 Texas Red total fluorescence interference. actives 0.29% (n = 280,000). Potency, µM (series often up to 106 µM), for the others: top-dose fluorescence change, negative = quenching. AID 1479, 2009; active = well fitted curve in either direction with a large enough effect; inconclusive = small, poorly fitted or top-dose-only effect
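Human TRb ligand-binding domain at 0.6 uM with 20 nM Texas Red SRC2 peptide in Tris buffer containing 1 uM T3 and 5% DMSO, incubated with compound 5 h at ambient temperature. Total fluorescence (555/632 nm) calculated as parallel + 2 × perpendicular.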
RECQ1 helicase: qHTS Assay for Inhibitors of RecQ-Like Dna Helicase 1 (RECQ1). AID 2549, 2010. actives 0.54% (n = 240,000). Potency, µM (series often up to 57.3 µM), for the others: at the highest dose activity, negative = inhibition, actives largely listed as inhibitors. RECQ1 DNA unwinding, red fluorescence kinetic read. ATP-dependent DNA helicase Q1 (Homo sapiens), P46063;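 also: plate controls were vehicle for no effect and no enzyme for full effect; nearly all actives have a fitted effect of over 30% in size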
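50 nM RECQ1T1 preincubated 15 min with compound in Tris pH 8.0 buffer with MgCl2, DTT, Tween-20 and 2.5 ug/ml poly(dI-dC); started with 200 nM TAMRA/BHQ-2 forked duplex and 2 mM ATP. Unwinding read as fluorescence (525/598 nm), two reads 2 h apart.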
aGlu spleen mod: qHTS Assay for Inhibitors and Activators of Human alpha-Glucosidase From Spleen Homogenate; actives 0.006% (n = 240,000); Potency, µM (titrated, usually from 79.9 µM), for inactives: at the top dose activity change, negative = inhibition, most hits filed as inhibitors; human spleen homogenate, 4-MU-alpha-glucoside fluorescence; AID 2112, 2009;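 also: 0% = enzyme with vehicle and -100% = no enzyme basal signal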
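Human spleen homogenate (1 ug) with 4-methylumbelliferyl-alpha-D-glucopyranoside (1 mM final) in 50 mM citrate/phosphate pH 5.0, 0.01% Tween-20; 40 min at 37 C. Stopped at pH 10; 4-MU fluorescence Ex 365/Em 440 nm; AC50 by Hill fit.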
GAA inhib: qHTS Assay for Inhibitors of Human alpha-Glucosidase as a Potential Chaperone Treatment of Pompe Disease; Potency, µM (top dose mostly 76.9 µM), for inactives: at the top dose activity change, negative = inhibition, most hits filed as inhibitors; actives 0.005% (n = 200,000); purified human GAA, 4-MU-alpha-glucoside fluorescence; Lysosomal alpha-glucosidase (Homo sapiens), P10253;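 also: plate controls were uninhibited enzyme wells for no effect and no-enzyme background for full effect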
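Endpoint fluorogenic read: 20 min room-temperature reaction of 4 nM human alpha-glucosidase with 400 uM 4-methylumbelliferyl-alpha-D-pyranoside, pH 5.0, quenched with 1M NaOH/1M glycine pH 10. AC50 from Hill modeling.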
TRb SRC2 PPI: qHTS for Inhibitors of the Interaction of Thyroid Hormone Receptor and Steroid Receptor Coregulator 2. Thyroid hormone receptor beta (Homo sapiens), P10828. TRbeta-SRC2 peptide binding, fluorescence polarization; receptor liganded with 1 µM T3. Potency, µM (doses to about 106 µM), for inactives: at the top dose activity change, negative = inhibition, most hits filed as inhibitors. actives 0.065% (n = 280,000);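 also: plate controls were bound peptide for no effect and peptide without receptor for full effect; nearly all actives have a fitted effect of over 50% in size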
Target sequence (P10828 whole entry, looked up): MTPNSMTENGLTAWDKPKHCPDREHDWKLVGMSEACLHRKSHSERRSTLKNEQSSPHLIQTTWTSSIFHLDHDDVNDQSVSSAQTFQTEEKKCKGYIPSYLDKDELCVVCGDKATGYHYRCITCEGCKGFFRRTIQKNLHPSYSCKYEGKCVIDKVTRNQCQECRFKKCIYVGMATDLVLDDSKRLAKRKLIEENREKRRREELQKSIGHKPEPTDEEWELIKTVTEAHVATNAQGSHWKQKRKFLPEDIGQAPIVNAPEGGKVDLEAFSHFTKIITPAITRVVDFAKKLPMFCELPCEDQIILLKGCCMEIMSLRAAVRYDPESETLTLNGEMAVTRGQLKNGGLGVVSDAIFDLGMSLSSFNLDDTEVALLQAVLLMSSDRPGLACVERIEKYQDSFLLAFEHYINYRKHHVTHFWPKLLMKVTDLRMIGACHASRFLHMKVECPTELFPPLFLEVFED
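Binding of a 20-amino-acid Texas Red SRC2 peptide (20 nM) to TRb ligand-binding domain (0.6 uM) with agonist T3 at 1 uM was followed by fluorescence polarization after a 5 hr room-temperature incubation.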
RGS12 GoLoco inh: qHTS Assay for Inhibitors of RGS12 GoLoco Motif Activity (Red Fluorophore); Guanine nucleotide-binding protein G(i) subunit alpha-1 (Homo sapiens), P63096; Gai1:RGS12 GoLoco peptide FP, rhodamine, 10 min; Potency, µM (highest dose often 61.6 µM), for the others: at the highest dose activity, negative = inhibition, most hits filed as inhibitors; actives 0.44% (n = 230,000); active = well fitted inhibition curve with a large enough effect, not every such curve was filed as active; inactive = no such curve, though single readings can be large or run the other way; also: nearly all actives have a fitted effect of over 30% in size; many of its hits are not listed in these tables
Target sequence (P63096 whole entry, looked up): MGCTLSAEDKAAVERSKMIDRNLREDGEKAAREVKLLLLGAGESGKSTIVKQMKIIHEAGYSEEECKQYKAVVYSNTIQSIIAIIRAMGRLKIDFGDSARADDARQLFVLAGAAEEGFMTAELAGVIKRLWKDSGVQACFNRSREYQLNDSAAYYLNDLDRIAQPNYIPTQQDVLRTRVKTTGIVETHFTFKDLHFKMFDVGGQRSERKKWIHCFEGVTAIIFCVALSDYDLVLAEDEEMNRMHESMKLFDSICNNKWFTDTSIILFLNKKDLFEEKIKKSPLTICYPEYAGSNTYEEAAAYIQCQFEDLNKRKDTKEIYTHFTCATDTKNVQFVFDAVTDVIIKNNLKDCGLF
L3MBTL1 block: qHTS Assay for the Inhibitors of L3MBTL1; AlphaScreen L3MBTL1–H3K9me1 peptide binding; Potency, µM (top dose mostly 57.1 µM), without a hit: at the top dose activity, negative = inhibition, most hits filed as inhibitors; actives 0.66% (n = 230,000); AID 485360, 2010; also: nearly all actives have a fitted effect of over 60% in size
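Displacement of a biotinylated histone H3(1-15) peptide monomethylated at Lys9 (75 nM) from L3MBTL1 (50 nM) was measured by AlphaScreen after a 30 min room-temperature compound incubation; cefsulodin titration served as intraplate control.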
GAA glycogen mod: qHTS Assay for Inhibitors and Activators of Human alpha-Glucosidase Cleavage of Glycogen; Lysosomal alpha-glucosidase (Homo sapiens), P10253; Potency, µM (highest dose often 76.4 µM), for inactives: at the top dose activity change, negative = inhibition, most hits filed as inhibitors; recombinant GAA, glycogen substrate, Amplex Red glucose oxidase fluorescence; actives 0.38% (n = 300,000);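 also: 0% = full enzyme reaction and -100% = no-enzyme basal signal; the screen sought inhibitors and activators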
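qHTS, 1536-well; enzyme 4 nM final; cpd up to 77 uM; substrate bovine liver glycogen 30 ug; 50 mM citrate/phosphate pH 5.0, 0.01% Tween-20; 37 C, 40 min; Amplex Red detection 45 min RT; Hill fit → AC50.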
* = called active by the depositor; i = inactive; ? = inconclusive; / = not tested or not shown; [ ] = remark or other dose. Unless noted, calls follow the shape of the dose curve; as a rule, active = well fitted curve in the direction sought with a large enough effect; inconclusive = small, poorly fitted or top-dose-only effect, or another doubt; inactive = no such curve, though single readings can be large; an effect the other way counts as inactive or inconclusive. Unless noted, % is scaled to controls: 0 for no effect and ±100 for the full control effect; potency is read from the fitted curve at half-maximal effect. A portion of the library, so the mix of outcomes need not match the whole.

Values run as follows: TexasRed fluor, RECQ1 helicase, aGlu spleen mod, GAA inhib, TRb SRC2 PPI, RGS12 GoLoco inh, L3MBTL1 block, GAA glycogen mod
CCC(C)(C(=O)Nc1ccc2c(c1)OCCO2)N(C(C)=O)c1ccc(C(N)=O)cc1 (stereo not drawn)
    2.4%, i, -4.2%, 15.3%, -4.9%, -2.5%, -3.8%, -3.4%
Cc1ccc(S(=O)(=O)N2CCC(=O)N(CCOC(=O)Nc3cccc(Cl)c3)CC2)cc1
    1.8%, -17.1%, -7.1%, -13.0%[15.4 µM], -0.8%, 3.4%, -1.2%, -6.4%
O=c1[nH]c2cc([N+](=O)[O-])cc([N+](=O)[O-])c2[nH]c1=O
    -0.7%, 6.9%, -3.9%, /, 5.2%, /, /, /
CCOc1ccc2nc(CN3CCN(Cc4ccsc4)C(CCO)C3)ccc2c1 (stereo not drawn)
    -0.4%, 3.8%, 0.6%, ?, 6.1%, 21.4%, 3.4%, 13.6%
O=C(Nc1ccc(O)cc1)c1c(O)c2c([nH]c1=O)CCCC2
    -2.5%, i, 3.6%, 4.2%, -9.8%, -2.8%, 7.5%, -2.6%
CCOc1ccc2c(=O)c(Oc3ccccc3)c(C)oc2c1
    -3.5%, -9.2%, -22.3%, 5.3%, -13.1%, 1.9%, 4.2%, 11.8%
O=C(CCN1C(=O)C2C3C=CC(C3)C2C1=O)N1CCN(c2ccccc2Cl)CC1 (stereo not drawn)
    0.4%, 7.8%, -2.6%, -3.0%, 12.7%, -14.3%, 20.0%[11.4 µM], 2.2%
O=C(O)c1ccc(Cl)c(N2C(=O)Nc3ccccc3N2O)c1
    0.3%, 3.8%, 3.9%, -5.6%, -10.1%, -4.7%, -24.2%, -5.9%
O=C1C(Cl)=C(Nc2ccccc2O)C(=O)N1c1ccccc1
    -3.1%, -18.7%, -3.9%, -4.7%, -1.6%, 10.6%, -3.0%, ?
Cc1ccccc1C(=O)NC(C)c1ccc2c(c1)CCCC2 (stereo not drawn)
    -6.2%, -0.8%, -9.7%, -7.7%, -6.5%, -3.3%, 2.6%, 4.2%
Cc1cccc(NS(=O)(=O)c2cc(C(=O)OC(C)C(=O)NCc3ccc4c(c3)OCO4)ccc2C)c1 (stereo not drawn)
    -29.5%, -0.9%, -7.0%, -8.2%, -3.9%, 7.4%, -11.6%, 4.3%
O=C(c1sc2ccccc2c1Cl)N(Cc1ccccc1Cl)C1CCS(=O)(=O)C1 (stereo not drawn)
    1.8%, i, -8.7%, -7.9%, -18.8%, 4.5%, -4.1%, -4.8%
CCCc1nc(C(C)(C)O)c(C(=O)OCc2oc(=O)oc2C)n1Cc1ccc(-c2ccccc2-c2nn[nH]n2)cc1
    -0.9%, 18.2%, -6.5%, /, -7.9%, 21.5%, /, /
Cc1cccc(Nc2nccc(N(C)C)c2C#N)c1
    0.6%, i, 0.3%, /, 0.6%, 7.0%, 3.4%, 7.5%
CCOc1ccc(CCNC(=O)CCc2nc(-c3ccc(OC)cc3)no2)cc1OCC
    -4.4%, i, -12.9%, -2.0%, 5.1%, 1.5%, /, -2.0%
Cc1cccc(-n2ncc3c(N)ncnc32)c1
    -1.3%, i, -1.4%, -9.3%, -10.6%, 11.7%, 10.7%, 2.0%
O=C(CNC(=O)c1ccc(Cl)cc1)N/N=C/C=C/c1ccccc1
    -1.6%, -0.3%, -3.4%, 3.5%, -12.0%, 11.6%, 2.1%, 11.3%
CC1=C(C(N)=O)N2C(=O)[C@@H](NC(=O)Cc3ccccc3)C2SC1 (stereo partly drawn)
    -0.7%, -4.2%, 6.2%, /, 5.2%, 3.1%, /, /
Cc1cc(C)nc(N(C#N)CN2C(=O)c3ccccc3C2=O)n1
    2.1%, -5.7%, 20.7%, ?, -13.9%, -5.9%, 35.6%[activator], 7.4%
COc1ccc(OCC(=O)N/N=C\c2ccco2)cc1
    -1.7%, i, 2.8%, -1.5%, 6.5%, 10.9%, 2.4%, -22.6%
Clc1ccc(CCNc2nc3ccccc3s2)cc1
    -1.9%, -13.4%, -3.8%, -5.5%, -5.5%, 8.8%, 17.2%, -18.3%
COc1ccc(-n2nc(C(=O)N3CCCCC3)c(C)c(C#N)c2=O)cc1
    -1.5%, -2.0%, -4.4%, 0.0%, -0.4%, 4.9%, -0.6%, -3.5%
O=C1CC(c2ccco2)CC(O)=C1C=NCCN1CCNCC1 (stereo not drawn)
    -1.1%, -8.4%, -7.1%, 5.0%, 4.0%, -1.8%, -2.7%[11.4 µM], -3.5%
COc1ccc(Cn2c(=S)[nH]c3ccsc3c2=O)cc1
    -1.1%, 1.3%, 6.2%, 0.4%, 1.4%, -2.2%, 3.7%, 2.1%
COc1ccc(/C=C/C(=O)NC2CCCCCC2)cc1S(=O)(=O)N1CCOCC1
    -0.5%, -1.8%, -0.6%, 5.1%, -2.5%, -7.3%, -0.6%, 12.8%
COC(=O)c1cc(C#N)c(OC)nc1C
    0.8%, -0.3%, 2.3%, ?, -6.5%, 2.5%, -9.3%, 5.4%
CCOC(=O)C1CCN(CCC(=O)Nc2cccc(C)c2)CC1
    -5.4%, 22.4%, 7.5%, ?, -0.6%, 17.3%, ?, 9.1%
Cc1ccc(CCNC(=O)c2nnn(-c3cccc(C)c3)c2N)cc1
    2.6%, -1.1%, -3.5%, -1.1%, 8.5%, 0.0%, 16.5%, -5.6%
NC(=O)COC(=O)c1cc([N+](=O)[O-])ccc1NCCO
    -4.5%, 20.9%, -3.8%, ?, 7.3%, -5.5%, -0.1%, 2.5%
CC(=O)CC(=O)Nc1ccn(-c2ccccc2)n1
    -1.7%, -11.0%, 3.5%, -7.3%, -12.5%, 4.0%, /, 5.6%
CCCC(c1nnnn1Cc1cccs1)N1CCN(C2CCCC2)CC1 (stereo not drawn)
    -1.2%, -0.4%, -8.8%, 6.6%, -6.9%, -12.7%, /, -4.4%
CNC(=S)NNC(=O)c1cn(C)nc1C
    -3.9%, -0.9%, 7.0%, 3.8%, -1.7%, 5.6%, 13.6%, ?
O=[N+]([O-])c1ccc(O)c(N=Cc2sc3ccccc3c2O)c1
    -4.2%, -16.1%, 0.8%, -6.7%, 5.7%, 235.6%[activator], -17.0%, -12.1%
O=C(CN1CCOCC1)Nc1cc(C(F)(F)F)ccc1Cl
    -1.0%, i, /, -4.6%, -1.1%, 7.9%, ?, -4.0%
CCN=C1S/C(=C\c2cn(CC(=O)NCCOC)c3ccccc23)C(=O)N1CC
    -0.7%[53 µM], 3.6%, 0.6%, -2.9%, 3.1%[53 µM], -5.8%, 9.0%, 11.0%
COc1ccc(Cl)cc1N1C(=O)C2CCCN2C1c1ccc(F)cc1 (stereo not drawn)
    2.4%, 5.9%, -4.8%, -13.5%, -28.6%, 9.7%, /, 6.5%
CN(C)CCCOC1C(C(O)CO)OC2OC(C)(C)O[C@@H]21 (stereo partly drawn)
    -0.8%, 19.9%, 4.8%, /, 11.5%, -7.6%, /, /
COC(=O)c1cc(S(=O)(=O)Nc2ccsc2C(=O)OC)oc1C
    -1.4%, -4.5%, 1.4%, /, 1.5%, -2.9%, /, 9.7%
CSc1nnc2ccc(-c3ccccn3)nn12
    -2.8%, i, /, -2.5%, 1.3%, 5.9%, 12.7%, 3.1%
Cc1nc2cc(-c3cccs3)nn2c(NCC(C)(C)CN(C)C)c1C
    -2.3%, -9.1%, -6.6%, -8.6%, -8.1%, 12.8%, -7.8%, -0.2%
Nc1cc(OC(=O)c2cccs2)nn1S(=O)(=O)c1ccc(F)cc1
    0.5%, -5.9%, -11.7%, -1.9%, 5.7%, 18.4%, -1.8%, -12.1%
COc1cccc(N(CC(=O)NCc2cccnc2)S(C)(=O)=O)c1
    -2.2%, i, 1.6%, 0.1%, 0.1%, 11.8%, 12.4%, 10.0%
CC(=O)c1ccc(NC(=S)N2CCN(C(=S)Nc3ccc(C(C)=O)cc3)C(C)C2)cc1 (stereo not drawn)
    -3.5%, -0.6%, -2.6%, -10.5%, -2.7%, 13.5%, 58.8%[activator], -3.0%
COC(=O)C1=C(C)N(Cc2ccccc2)C(=O)N[C@H]1c1cccc(C(F)(F)F)c1
    -3.9%[11.2 µM], -8.2%[11.5 µM], -1.9%[17.4 µM], /, 6.2%[11.2 µM], 0.0%[14.2 µM], /, -5.3%
CC(C)(C)OC(=O)NCCCC[C@H](NC(=O)c1[nH]cnc1C(=O)Nc1ccc(CNC(=O)OC(C)(C)C)cc1)C(=O)OC(C)(C)C
    -1.8%, -10.7%, 3.6%, /, -0.5%, 6.6%, /, -11.6%
CSc1ccc(/C=C(\C(=O)O)c2ccc(S(=O)(=O)N3CCCCC3)s2)cc1
    5.3%, -13.4%, -8.5%, -5.1%, 1.8%, 5.1%, -14.2%, 9.7%

Individual results from above:
RGS12 GoLoco inh, `COC(=O)c1cc(S(=O)(=O)Nc2ccsc2C(=O)OC)oc1C` stands at -2.9%
GAA inhib, `Cc1nc2cc(-c3cccs3)nn2c(NCC(C)(C)CN(C)C)c1C` stands at -8.6%
